Screening results as filed in PubChem BioAssay.
ERAP1 inh: human ERAP1 aminopeptidase inhibitors, primary screen, biochemical, single point, plate reader | recombinant ERAP1, Leu-AMC fluorescence, 60 min | inhibition, % at 10.7 µM | actives 0.15% (n = 340,000) | AID 652197, 2013;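 active = mean replicate inhibition of at least 30%, or all replicates individually reaching that 30% level; inactive = mean below 30% and not every replicate reaching it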;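 also: 0% = neutral control wells and 100% = L-leucinethiol positive control wells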
DENV2 CPE: inhibitors of DENV2 cytopathic effect, primary screen, cell-based, plate reader, single concentration; DENV2-infected cells, cytopathic effect rescue; CPE inhibition, % at 9.99 µM; actives 1.7% (n = 350,000); AID 651640, 2012; in the data active = CPE inhibition above about 20%, passing the limit was not always enough; inconclusive = no clear call, values can overlap the other calls; tested in BHK-21 cells;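 also: 0% = median of neutral control wells and 100% = median of positive control wells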
ERp5 inh: inhibitors of ERp5-driven insulin aggregation, primary screen, biochemical, turbidity, absorbance 650 nm, single point; 90 min; inhibition, % at 9.99 µM; actives 0.05% (n = 350,000); AID 651711, 2012;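 active = mean replicate inhibition above about 25%, with every replicate also reaching it, limit read from the data, passing the limit was not always enough; inconclusive = only one of those two criteria met; inactive = neither criterion met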
Target sequence (Q15084 whole entry, looked up): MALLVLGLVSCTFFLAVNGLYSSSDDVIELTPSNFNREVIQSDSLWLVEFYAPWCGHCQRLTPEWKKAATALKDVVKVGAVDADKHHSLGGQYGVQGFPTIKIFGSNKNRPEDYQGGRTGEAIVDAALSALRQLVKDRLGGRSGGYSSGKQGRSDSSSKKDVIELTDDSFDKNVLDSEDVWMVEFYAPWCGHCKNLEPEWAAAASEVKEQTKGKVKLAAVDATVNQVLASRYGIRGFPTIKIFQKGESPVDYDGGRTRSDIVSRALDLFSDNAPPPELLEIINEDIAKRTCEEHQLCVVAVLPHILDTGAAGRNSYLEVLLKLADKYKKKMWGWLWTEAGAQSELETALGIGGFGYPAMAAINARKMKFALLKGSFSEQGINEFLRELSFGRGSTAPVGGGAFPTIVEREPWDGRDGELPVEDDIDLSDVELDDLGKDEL
SIRT5 inh: SIRT5 desuccinylase inhibitors, primary screen, biochemical, fluorescence imaging, single point, set 5; Purified SirT5, succinyl-peptide AMC, trypsin-coupled fluorescence; inhibition, % at 15 µM; actives 1.1% (n = 330,000); in the data active = inhibition above about 15%; inconclusive = no clear call, values can overlap the other calls
Target sequence (Q9NXA8 whole entry, looked up): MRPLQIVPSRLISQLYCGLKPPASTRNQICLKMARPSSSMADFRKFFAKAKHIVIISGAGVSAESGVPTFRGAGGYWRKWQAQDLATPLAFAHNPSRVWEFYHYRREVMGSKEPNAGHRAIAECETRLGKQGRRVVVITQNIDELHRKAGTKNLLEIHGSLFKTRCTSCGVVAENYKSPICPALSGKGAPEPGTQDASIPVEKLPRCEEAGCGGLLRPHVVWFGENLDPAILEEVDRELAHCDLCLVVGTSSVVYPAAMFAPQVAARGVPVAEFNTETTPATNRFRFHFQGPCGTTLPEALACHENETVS
miR122 inh: miR-122 Renilla sensor signal increase in Huh7, primary screen, miR-122 inhibitor project, cell-based, single point, plate reader | Huh7 miR-122 Renilla luciferase sensor, 48 h; neutral wells = 0, positive control = 100 | activation (reporter increase), % at 12.5 µM | actives 0.3% (n = 340,000);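 active = mean replicate activation score at least 90 and every replicate individually at or above 90; inconclusive = only one of the two criteria met; inactive = neither criterion met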;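 also: higher luciferase means less miR-122 activity so hits act as miR-122 inhibitors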
CFTR F508del cor: F508del CFTR correction, initial screen, CFBE line, single point. CFBE cells, YFP halide quenching; stimulated with forskolin plus potentiator P3; % fluorescence drop versus neutral controls. activity (quench increase), % at 7.58 µM. actives 0.36% (n = 350,000);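 active = mean added fluorescence quench of at least 8% versus neutral control, with both replicates also reaching 8%; inconclusive = only one of the mean or replicate conditions met; inactive = mean below 8% and not both replicates reaching 8%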;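 also: cells transiently co-express mutant CFTR-F508del with the halide-sensitive YFP; corrector assay measuring rescue of mutant channel to the surface after 24 h compound exposure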
CASP6 VEID inh: human caspase-6 inhibitors, primary screen, biochemical, VEID-R110 fluorescence, single point, set 2 | P55212 | purified caspase-6, Z-VEID-R110 cleavage fluorescence | inhibition, % at 12.5 µM | actives 0.53% (n = 350,000);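 active = mean inhibition across replicates at least about 35%, with every replicate also reaching that limit, limit read from the data; inconclusive = only one of the two criteria met; inactive = neither criterion met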;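 also: 0% = median of neutral control wells and 100% = no fluorescence left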
Target sequence (P55212 24-179 limits assumed): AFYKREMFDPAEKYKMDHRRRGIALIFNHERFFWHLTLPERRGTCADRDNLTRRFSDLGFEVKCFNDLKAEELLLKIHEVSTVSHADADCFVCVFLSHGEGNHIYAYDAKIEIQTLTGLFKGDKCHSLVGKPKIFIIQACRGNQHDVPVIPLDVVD
Target sequence (P55212 194-293 limits assumed): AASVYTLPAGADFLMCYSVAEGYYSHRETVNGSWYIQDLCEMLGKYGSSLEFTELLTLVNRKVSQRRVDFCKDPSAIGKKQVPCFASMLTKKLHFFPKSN
* = called active by the depositor; ? = inconclusive; . = no result given; & = joins results of further samples; [ ] = dose if it differs, or a comment.

SMILES	ERAP1 inh	DENV2 CPE	ERp5 inh	SIRT5 inh	miR122 inh	CFTR F508del cor	CASP6 VEID inh
COc1ccc(C(C(=O)NC2CCCC2)N(C(=O)c2snc(C(N)=O)c2N)c2cc(C)ccc2OC)cc1OC (stereo not given)	0	2	6	14	.	-1.2	-3
O=S1(=O)c2ccc(Br)cc2OC(COCc2ccccc2)CN1Cc1ccccc1 (stereo not given)	-3	-10	-4	1	29	-0.2	3
Cc1nonc1OCCCNc1ccc([N+](=O)[O-])cc1Cl	-2	3	2	-3	.	4.3	-3
Fc1cnc(Cl)nc1NC1CCCCC1	2	9	1	-1	-10	1.2	-3
CCOC(=O)c1c(N)sc2c1CCN(CCc1ccccc1)C2	2	-4	4	2	6	-0.4	1
CC(O)c1nc2ccccc2n1CC(=O)Nc1ccc2c(c1)OCCO2 (stereo not given)	-7	-1	-3	-4	.	1.3	0
CCS(=O)(=O)N1CC2(CN(Cc3ccccc3F)[C@H](CO)c3[nH]c4cc(OC)ccc4c32)C1	-2	12	-1	2	.	1.0	-1
CC1=NN(c2ccc(Cl)c(C(=O)O)c2)C(=O)C1	8	-6	-7	-2	.	.	82*
CN(C)n1cccc1/C=C(\C#N)S(=O)(=O)c1cccc(Cl)c1	1	6	-1	-3	7	-0.4	2
COC(=O)[C@@]12C[C@@H](CC(=O)N3CCOCC3)C(=O)N(Cc3ccco3)C1=CCC(C)(C)C2	-1	13	-1	0	.	-0.8	0
O=C(O)c1cn(-c2ccc(F)cc2)c2cc(Cl)c(F)cc2c1=O	-3	-6	-3	2	3	0.0	-1
Cc1ccc(C2C(C#N)=C(N)Oc3n[nH]c(-c4cccnc4)c32)o1 (stereo not given)	3	-6	3	-1	4	1.2	5
O=C(C[C@H]1C[C@H]2c3cc(NS(=O)(=O)c4ccc(F)cc4)ccc3O[C@H]2[C@@H](CO)O1)NCCN1CCCCC1	1	-5	4	2	-7[16.7 µM]	0.0	2
COC(=O)c1ccccc1Sc1ncnc2onc(C)c12	-1	7	3	-4	.	-3.1	-4
Cn1c(-c2ccccc2)c(Sc2ccccc2)c2cc(-c3ccc4cc[nH]c4c3)ccc21	0	0	-15	-4	.	2.9	1
C[C@@H]1CN([C@@H](C)CO)C(=O)CCCn2cc(nn2)CO[C@H]1CN(C)C(=O)Nc1cccc(Oc2ccccn2)c1	3&-2	-9&-2	3&-1	0&0	4&0[16.7 µM]	0.2&-0.1&0.0	1&-1
CCOC(=O)N1CCC(=NNC(=O)COc2ccc(C#N)cc2)CC1	1	2	-1	0	1	-1.5	-6
CCc1cc2c(=O)c(-c3nc4ccccc4n3C)coc2c(CN2CCCCC2C)c1O (stereo not given)	0	0	2	7	-6	-1.2	-1
CCOC(=O)N1CCN(CC(=O)Nc2cc(C)nn2-c2nc3ccccc3s2)CC1	-2	-4	-6	-5	-3	0.6	0
Cn1ccnc1SCC(=O)Nc1ccc(Cl)cn1	-1	9	-2	-3	-10	2.4	2
COc1ccccc1CNC(=O)C[C@@H]1CC[C@H]2[C@@H](COC[C@@H](O)CN2Cc2ccc3c(c2)OCO3)O1	-1	3	5	-12	-1[16.7 µM]	1.2	3
CCCNC(=O)N1CCN(c2nc(C(C)C)c3c(c2C#N)CC(C)(C)OC3)CC1	.	1	-1	.	0	-0.4	-1
Cc1cc(C)c(S(=O)(=O)N2CCN(C(=O)c3ccc(-n4cncn4)c([N+](=O)[O-])c3)CC2)c(C)c1	2	-1	-4	-1	.	-2.2	4
COc1ccc(C(=O)NCC(=O)N2CCN(c3ccc(Cl)cc3)CC2)cc1	-2	3	1	-1	.	-0.6	.
COc1ccc(S(=O)(=O)Nc2ccccc2C(N)=O)cc1OC	12	1	-4	-8	4	0.2	0
C/C(=N\NC(=O)COc1cc(C)cc(C)c1)c1cccc(NC(=O)C2CCC2)c1	-1	2	2	4	0	2.3	5
O=C(c1ccc([N+](=O)[O-])cc1[N+](=O)[O-])n1cnc2ccccc21	-1	-7	2	-3	.	3.5	2
O=[N+]([O-])c1ccc(CN2CCN(c3ccc([N+](=O)[O-])cc3)CC2)cc1	-2	-9	-1	-4	.	0.3	-7
O=C1OCCN1C(=O)[C@H]1[C@H](c2ccc([N+](=O)[O-])cc2)C(c2ccccc2)=NN1c1ccc(Br)cc1	.	2	5	-3	18	7.0	-1
CC(NC(=O)C1CCCN(S(=O)(=O)c2cccs2)C1)c1ccccc1 (stereo not given)	.	1	12	.	4	-1.0	-1

One compound at a time (already shown):
`C[C@@H]1CN([C@@H](C)CO)C(=O)CCCn2cc(nn2)CO[C@H]1CN(C)C(=O)Nc1cccc(Oc2ccccn2)c1` as listed: ERAP1 inh = 3&-2; DENV2 CPE = -9&-2; ERp5 inh = 3&-1; SIRT5 inh = 0&0; miR122 inh = 4&0[16.7 µM]; CFTR F508del cor = 0.2&-0.1&0.0; CASP6 VEID inh = 1&-1
`CCOC(=O)N1CCN(CC(=O)Nc2cc(C)nn2-c2nc3ccccc3s2)CC1` as listed: ERAP1 inh = -2; DENV2 CPE = -4; ERp5 inh = -6; SIRT5 inh = -5; miR122 inh = -3; CFTR F508del cor = 0.6; CASP6 VEID inh = 0

The results go on.
SMILES	ERAP1 inh	DENV2 CPE	ERp5 inh	SIRT5 inh	miR122 inh	CFTR F508del cor	CASP6 VEID inh
CCOc1ccc2nc(N(CCCN(C)C)C(=O)c3ccc4c(c3)CCCC4)sc2c1	2	10	0	-2	.	-0.2	15
C[C@@H]1CN([C@H](C)CO)C(=O)c2cccc(NC(=O)c3cnccn3)c2O[C@@H]1CN(C)C(=O)Nc1ccc(C(F)(F)F)cc1	2	14	11	-3	-4[16.7 µM]	-0.4	1
Cc1ccc(NC(=O)c2ncn(CCCN3CCN(c4ncccn4)CC3)n2)cc1C	0	7	2	-3	-9	1.2	-2
C[C@@H]1CN([C@@H](C)CO)C(=O)c2cc(NC(=O)c3ccncc3)ccc2O[C@@H]1CN(C)Cc1ccc(Oc2ccccc2)cc1	0	10	0	4	46[16.7 µM]	-0.6	-2
COc1ccccc1C(=O)Nc1nnc(S(=O)(=O)N2CCCCCC2)s1	1	3	-4	8	3	-2.6	0
C[C@H]1CCCCO[C@@H](CN(C)S(=O)(=O)c2ccc(F)cc2)[C@@H](C)CN([C@@H](C)CO)C(=O)c2cc(NC(=O)C3CCCCC3)ccc2O1	0	.	0	5	-4[16.7 µM]	0.5	-1
CCOC(=O)/C(C)=N/Nc1nc(-c2ccc(NC(C)=O)cc2)cs1	4	-9	3	4	0	0.6	4
CN(C)CCCN(C(=O)/C=C/c1cccs1)c1nc2ccc(F)cc2s1	5	-4	-9	-2	6	-1.9	-9
C[C@@H]1CN([C@@H](C)CO)C(=O)c2cc(NC(=O)Nc3ccccc3)ccc2O[C@@H](C)CCCCO[C@H]1CN(C)S(=O)(=O)c1cccs1	0	?	4	10	7[16.7 µM]	-0.8	-2
COc1cccc(CNC(=O)[C@H]2CCCN2C(=O)[C@H]2CCCN2C(=O)c2ccc(Cl)cc2)c1	-2	-8	-4	.	.	-5.2	-4
O=C(CCN1CCCCC1)NCC[C@H]1CC[C@@H](NC(=O)Cc2cccnc2)[C@H](CO)O1	.	.	3	-2	-2[16.7 µM]	-1.4	.
O=C(Nc1cccc(S(=O)(=O)Nc2ccccc2Cl)c1)c1ccc(Cl)nc1	0	.	5	1	7	-0.6	-1
COc1ccc(NC(=O)c2cc(-c3ccccc3)nc3c2cnn3C(C)C)cc1	-2	-8	18	3	-6	0.4	-1
CCC(NS(=O)(=O)c1cnn(CC)c1)c1ccccc1 (stereo not given)	7	-3	2	10	-3	-1.3	-4
COc1ccc(S(=O)(=O)Nc2ccc3c(c2)C(=O)N([C@@H](C)CO)C[C@H](C)[C@H](CN(C)S(C)(=O)=O)O3)cc1	-1	4	-5	2	-3[16.7 µM]	-1.5	2
COc1ccc(NC(=O)N2C[C@H]3[C@@H](c4ccccc42)[C@@H](CO)N3C(=O)C2CCCC2)cc1	1	3	0	-2	20[16.7 µM]	-0.4	2
CC=Cc1ccc2n(c1=O)C[C@@H]1[C@@H](CO)[C@H](C(=O)N(C)C)N(CCC(F)(F)F)[C@H]21 (mixture of isomers)	-2	8	2	-5	.	.	-2
O=C(CC(c1ccccc1)c1ccccc1)NCC(O)c1ccc([N+](=O)[O-])cc1 (stereo not given)	-1	?	-2	0	.	-2.0	1
COC(=O)c1c(NC(=O)C2(C)Cc3ccccc3C(=O)O2)sc2c1CCCC2 (stereo not given)	-3	.	1	19*	.	.	1
CCCCC(Sc1nc(N)c(NC(=O)c2ccco2)c(=O)[nH]1)C(=O)O (stereo not given)	3	5	-1	-3	-4	3.0	6
COc1ccc(CN(CC(=O)NCc2ccccc2)C(=O)c2csnn2)cc1	1	-5	-3	-1	.	-1.6	-2
CCC(=O)N(C)C[C@H]1Oc2ncc(Br)cc2C(=O)N([C@H](C)CO)C[C@H]1C	3	4	-6	3	2[16.7 µM]	0.0	1
Cc1cccc(N2CCN(C(=O)CCC(=O)N3CC(C)Oc4ccc(C)cc43)CC2C)c1 (stereo not given)	2	-4	-2	-3	-5	-1.7	4
CCOC(=O)C1CCN(C(=O)CNC(=O)c2nn(-c3ccc(OC)c(OC)c3)c(=O)c3ccccc23)CC1	27	-2	-1	1	-3	-0.4	4
O=C(NC(=S)Nc1ccccc1[N+](=O)[O-])c1ccccc1Cl	.	5	1	0	-1	2.8	-1
COCCCn1c(=S)[nH]c(C)c(C)c1=O	-2	1	1	0	.	-0.3	4
CC(C)NC(=O)Nc1ccc2c(c1)C(=O)N([C@H](C)CO)C[C@@H](C)[C@H](CN(C)S(C)(=O)=O)O2	2	-4	0	-4	3[16.7 µM]	-1.0	1
CN(CC(=O)NCc1ccncc1)S(=O)(=O)c1ccc2ccccc2c1	11	11	5	-3	-2	-1.2	-1
CCOc1ccc(-c2cccc(NS(=O)(=O)c3ccc([N+](=O)[O-])cc3)c2)nn1	-2	1	-2	0	26	0.1	7
Cc1cc2c([nH]c3ccccc32)c2c1OC(C)(C)C=C2	8	-2	2	.	21	-1.2	0
CCCC#CCN1CCN(C23CC4CC(CC(C4)C2)C3)CC1	1	2	4	-4	5	0.4	-6
O=c1[nH]c2ccc(Cl)cc2[nH]1	-1	8	16	.	-3	3.6	2
COc1ccc(S(=O)(=O)Nc2ccc3c(c2)C(=O)N([C@@H](C)CO)C[C@H](C)[C@@H](CN(C)S(C)(=O)=O)O3)cc1	-1	-5	-11	5	0[16.7 µM]	0.2	1
CC(C)NC(=O)N[C@@H]1C=C[C@H](CC(=O)NCCN2CCCC2)O[C@H]1CO	-2	?	1	-5	.	-2.7	-1
O=C(CN1C(=O)NC2(CCc3ccccc3C2)C1=O)NCC(F)(F)F (stereo not given)	-1	-4	1	-2	-1	-1.6	2
N#Cc1nc(N2CCCCC2)nc(N2CCOCC2)n1	-1	-11	-3	-5	-6	.	-1
C[C@@H]1CCCCO[C@@H](CN(C)C(=O)c2ccccc2)[C@H](C)CN([C@H](C)CO)C(=O)c2cc(NC(=O)CCC(F)(F)F)ccc2O1	-2	3	3	-2	-6[16.7 µM]	-3.8	-1
Cc1ccccc1Nc1nc(N)[nH]c(=O)c1N=O	-5	3	0	.	-2	1.2	5
CC(C)CC#Cc1ccc([C@@H]2[C@H]3CN(S(=O)(=O)c4cccc(F)c4)CC(=O)N3[C@H]2CO)cc1	-1	3	3	1	.	?	-1
Cc1cnccc1CN(C)Cc1nc(Cc2ccccc2Cl)no1	1	-2	3	-2	1	.	-2
COc1ccccc1C(=O)CC(=O)C(=O)Nc1cccc([N+](=O)[O-])c1C	-2	18	2	-4	-2	0.5	-2
CCCC#Cc1ccc([C@@H]2[C@@H](CO)N3CCCCN(Cc4cccnc4)C[C@H]23)cc1	.	6	-1	-1	12[16.7 µM]	0.6	.
CC(C)(C)C(=O)Nc1cc2c3c(c1)CCC(=O)N3CCC2	-1	-9	-3	-2	-1	0.5	2

Random draw from the library. About 4% of those tested had a hit in this group.
